Compound activity from PubChem BioAssay.
Pf apPOL block = Pf-apPOL DNA polymerase inhibition; Recombinant Pf-apPOL, molecular beacon fluorescence, 1.5 h; actives 0.25% (n = 210,000); inhibition, % at 10 µM
mHTT-CaM PPI inh = inhibitors of human mutant huntingtin-calmodulin interaction; P42858; AlphaScreen His-mHTT/GST-CaM binding, luminescence; inhibition, % at 15 µM; actives 3.6% (n = 190,000);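 note: 0% = both proteins with DMSO and 100% = one protein alone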
* = called active by the depositor; nt = no result given; & = joins results of further samples. Cut-off read from the data, not from the text of the source: active = inhibition above about 50%; inactive = the rest.

no.	molecule	Pf apPOL block	mHTT-CaM PPI inh
1	Cc1ccc(C)c(NC(=O)C2CCCN(c3cnn(Cc4ccccc4)c(=O)c3)C2)c1 (stereo not drawn)	-8	10
2	CC(=O)NC1=NN(C(C)=O)C(c2ccc(F)cc2)S1 (stereo not drawn)	15	3
3	CCc1ccc(S(=O)(=O)N2CCC(c3noc(-c4ccc(F)cc4)n3)CC2)cc1	-6	-15
4	COc1cc(NC(=O)CCc2cccc3[nH]ccc23)cc(OC)c1	1	28
5	Cc1oc(C2CCN(C(=O)c3cccc(C#N)c3)CC2)nc1C(=O)N1CCCC1	0	8
6	CC1CCC(C(C)C)C(OC(=O)COc2ccc([N+](=O)[O-])cc2)C1 (stereo not drawn)	2	-9
7	CCOc1ccccc1C(=O)Nc1cccc(F)c1	2	-35
8	O=C(Nc1cccc(Cl)c1)c1nn2c(c1Cl)NC(c1cccs1)CC2C(F)(F)F (stereo not drawn)	-4	17

Following part:
no.	molecule	Pf apPOL block	mHTT-CaM PPI inh
9	CC1CCCC1C(=NO)c1ccccc1 (stereo not drawn)	-2	nt
10	CCCn1ncc(N2CCC(C(=O)NC(C)c3c(C)nn(C)c3C)CC2)cc1=O (stereo not drawn)	-3	-9
11	Cc1cc(O)c2c(c1)OC(=Cc1cccs1)C2=O	3	59*
12	CCCCN(CC)S(=O)(=O)c1cc(Br)cc2c1N(C(=O)CC)CC2	-3	0
13	CN(C)CCC(=O)N1c2ccccc2Sc2ccc(Cl)cc21	-8	3
14	COc1ccccc1C(=O)NCCn1cc(SCc2cccc(F)c2)c2ccccc21	-4	24
15	O=C(c1cc2nc(-c3ccco3)cc(C(F)(F)Cl)n2n1)N1CCOCC1	-6	1
16	CCNC(=O)c1cc2sc(C)cc2n1C	0	1

(next part)
no.	molecule	Pf apPOL block	mHTT-CaM PPI inh
17	O=C1CC2CS(=O)(=O)CC2N1c1ccc(OC(F)(F)F)cc1 (stereo not drawn)	-15	-10&0
18	N#Cc1cccc(NC(=O)c2coc(=O)c3ccccc23)c1	-1	4
19	NS(=O)(=O)c1cccc(NS(=O)(=O)c2ccc(O)c([N+](=O)[O-])c2)c1	4	-1
20	COc1ccccc1-n1cnc2cc(N=Cc3ccc(N(C)C)cc3)ccc21	-12	11
21	Clc1ccccc1N1CCN(Cc2ccco2)CC1	-2	0
22	O=C(c1ccc(OCC2CCCN(C(=O)c3cccs3)C2)cc1)N1CCCC1 (stereo not drawn)	6	4
23	O=C(/C=C/c1ccccc1)Nc1cccc(C(=O)NCc2ccccc2)c1	-12	2
24	CC(C)NC(=O)c1cc2c(s1)CCN(C(=O)c1ccc(Cl)cc1)C2	2	-8

Further results.
no.	molecule	Pf apPOL block	mHTT-CaM PPI inh
25	COc1cccc(N2C(C)=NS(=O)(=O)c3cccnc32)c1	1	-7
26	COc1cccc(/C=c2\sc3nc(-c4ccccc4C)nn3c2=O)c1	-2	-6
27	CCOCCCNC(=O)c1c(N)n(-c2ccc(C(C)=O)cc2)c2nc3ccccc3nc12	-1	-9
28	Cn1nc(C(F)(F)F)cc1C(=O)N1CCCC1c1ccc(Cl)cc1 (stereo not drawn)	-5	-2
29	COc1ccc(Cl)cc1C(=O)Nc1c(C)cccc1C(C)C	3	-23
30	O=C(Nc1cccc(C(F)(F)F)c1)c1ccc(N2C(=O)c3ccccc3C2=O)cc1	-1	2
31	O=c1oc2ccccc2c(NCc2ccccc2)c1[N+](=O)[O-]	-2	1
32	Cc1ccc(C)c(NC(=O)c2ccc(Cl)cc2Cl)c1	-2	-8

Remaining list, next part.
no.	molecule	Pf apPOL block	mHTT-CaM PPI inh
33	Cc1cc(C)c(C#N)c(SCC(=O)Nc2ccc([N+](=O)[O-])cc2)n1	-5	-5
34	Cc1ccccc1C(=O)Nc1c2c(nn1-c1cccc(C)c1C)CSC2	0	44
35	N#CCc1ccc(NC(=O)c2ccc(COc3ccc(Cl)cc3)o2)cc1	0	7
36	O=C(COc1ccc(Cl)cc1)Nc1ccc(-c2nnc3n2CCCCC3)cc1	-4	5
37	O=C(NCc1cccs1)Nc1ccccc1NC(=O)c1ccccc1C(F)(F)F	3	-7
38	COc1cccc(C2C(S(=O)(=O)NCc3cccc(C)c3)CON2C)c1 (stereo not drawn)	2	0
39	CCOCCCNC(=O)c1ccc2c(c1)ncn2-c1cccc(C)c1	26	5
40	Cc1cc(OC(=O)c2ccco2)nc(SCc2c(Cl)cccc2Cl)n1	-4	nt

Single records, as listed above. Screens in order: Pf apPOL block, mHTT-CaM PPI inh
Profile of CCOCCCNC(=O)c1ccc2c(c1)ncn2-c1cccc(C)c1 → 26, 5
Profile of COc1cccc(C2C(S(=O)(=O)NCc3cccc(C)c3)CON2C)c1 (stereo not drawn) → 2, 0

(continued)
no.	molecule	Pf apPOL block	mHTT-CaM PPI inh
41	Cc1cccc(C2=NC3(CCN(Cc4cccc(F)c4)CC3)NC2=O)c1	-7	18
42	O=C(Nc1ccc(Oc2ccc(Cl)cc2)cc1)c1cnc2n(c1=O)CCS2	-1	1
43	O=C(O)c1cccc(NC(=O)c2cncc(Br)c2)c1	-6	2
44	COc1ccc(CNC(=O)C2CC(c3ccc(OC)cc3)=NO2)cc1 (stereo not drawn)	-4	-4
45	COc1ccc(-c2ccc(CCC(=O)O)n2-c2ccc(Br)cc2)cc1	2	21
46	CCOC(=O)Nc1ccc(C)s1	nt	-4
47	CCCCOc1ccc(NC(=O)C2OC3OC(C)(C)OC3C3OC(C)(C)OC23)cc1 (stereo not drawn)	-3	-3
48	Cc1noc(C)c1C1CCCN1C(=O)c1cccc(F)c1 (stereo not drawn)	4	-4

Carrying on.
no.	molecule	Pf apPOL block	mHTT-CaM PPI inh
49	CC1CCN(C(=O)c2cc3c(s2)CCC(C(=O)NCc2cccnc2)C3)CC1 (stereo not drawn)	-6	10
50	Cn1c(CNc2ccccc2)nc2ccccc21	-2	-1
51	O=C(CSc1ccc(-c2ccc(-n3cccn3)cc2)nn1)NCc1ccc2c(c1)OCO2	-1	-11
52	O=[N+]([O-])c1ccc(-c2nc(C=Nc3cccnc3)c(O)o2)cc1	-3	-3
53	CC1=C(C(=O)Nc2nc3ccccc3s2)C(c2cccc(Cl)c2)C2=C(CCCC2=O)N1 (stereo not drawn)	-9	-42
54	O=C1OC(c2ccc(Cl)cc2)=NC1=C(Cl)Cl	0	0
55	CN(C)S(=O)(=O)N1CCc2nc(NC(=O)c3cccs3)sc2C1	0	-14
56	N#C/C(=C\c1ccc(Cl)cc1)C(=O)Nc1nc2c(s1)CN(Cc1ccccc1)CC2	0	8

Next section.
no.	molecule	Pf apPOL block	mHTT-CaM PPI inh
57	O=[N+]([O-])c1cc(C(F)(F)F)ccc1N1CCCCC1	1	nt
58	COC(=O)c1ccc(NC(=O)c2ccc(=O)n(Cc3ccc(C)cc3)c2)cc1	-8	12
59	C=C(C)COc1ccc2c(c1)OC(=Cc1ccc(F)cc1)C2=O	1	-3
60	COc1ccccc1C(=O)ON=C1c2ccccc2-c2ccccc21	4	-57
61	CCNc1nc(NC(C)C)nc(SCCOc2ccccc2)n1	7	-22
62	Cc1c(N=Cc2cc(Br)ccc2O)cccc1[N+](=O)[O-]	-4	-5
63	CCn1cc(SCC(=O)Nc2ccccc2C(F)(F)F)c2ccccc21	-4	-21
64	Cc1ccccc1OCC(=O)Nc1ccc2c(c1)OCCO2	-3	-3

Going on with the list.
no.	molecule	Pf apPOL block	mHTT-CaM PPI inh
65	CC1CCCN(c2c([N+](=O)[O-])c(=O)oc3ccccc23)C1 (stereo not drawn)	4	2
66	O=C(NCc1ccc(F)cc1Cl)C1CCCN(c2nnc3ccccn23)C1 (stereo not drawn)	-5	4
67	CC1(C)OC2C(C(=O)O)OC(n3cnc4c(N)ncnc43)C2O1 (stereo not drawn)	6	-3
68	CCCCCCCCCCCCSC(=S)c1c(C)[nH]n(-c2ccccc2)c1=O	-21&-28	nt
69	CCN1CCN(c2ncc3c(n2)CCN(Cc2ccc(F)cc2F)C3)CC1	3	13
70	Cc1ccc(NC(=O)N2CCCC(CCC(=O)N3CCC4(CC3)OCCO4)C2)cc1 (stereo not drawn)	-7	14
71	COC(=O)c1cc(OC)c(OC)cc1N(C)S(C)(=O)=O	7	nt
72	COc1ccccc1N1CCN(C(=O)c2ccc([N+](=O)[O-])c(C)c2)CC1	-4	10

Further structures
no.	molecule	Pf apPOL block	mHTT-CaM PPI inh
73	Cc1nc(-c2cccc(-c3noc(CCc4ccccc4)n3)c2)cs1	2	-26
74	COc1cccc(CNC(=O)NCCC2CCN(S(=O)(=O)c3ccc(C)cc3)CC2)c1	4	38
75	COc1ccc(CCNC(=O)CCn2c(SCC#N)nc3ccccc3c2=O)cc1OC	-6	2
76	O=C(Nc1ccc(Cl)cc1)C1CCCN(C(=O)c2cccc(C(F)(F)F)c2)C1 (stereo not drawn)	7	29
77	CCN(c1ccccc1)S(=O)(=O)c1ccc(F)c(C(=O)Nc2ccccc2Br)c1	1	-20
78	Cc1ccc(C(=O)Nc2cccc(C)c2)cc1	-16	-8
79	Cc1sc(-c2c(C#N)c(N)nc3c2CCCCCC3)cc1[N+](=O)[O-]	1	8
80	COCCN=C1Nc2ccccc2NC12CCCN(C(=O)c1cccc(Cl)c1)C2 (stereo not drawn)	-3	66*

Continuation:
no.	molecule	Pf apPOL block	mHTT-CaM PPI inh
81	COc1ccc(C2C(C#N)=C(N)Oc3nc[nH]c(=O)c32)cc1OC (stereo not drawn)	-4	2
82	O=S(=O)(c1cccc(F)c1)N1CCC(c2noc(-c3ccc(F)cc3)n2)CC1	-7	-10
83	COc1cc(OC)cc(C2=Cc3ccc(OC)cc3C(CC(C)=O)N2c2ccc(-c3cncnc3)cc2)c1 (stereo not drawn)	-4	37
84	CCOc1ccccc1NC(=O)N1CCc2nc[nH]c2C1	-3	-4
85	Cn1c(C2CCN(C(=O)NCc3ccc(F)cc3)C2)nc2cccnc21 (stereo not drawn)	-6	2
86	O=C(c1ccc(N2CCC3(CC2)OCCO3)c([N+](=O)[O-])c1)N1CCN(c2ccccn2)CC1	-11	12
87	CC(C)(C)C(=O)Nc1nc(C23CC4CC(CC(C4)C2)C3)cs1	-8	-2
88	COCCn1c(CC2CCN(S(=O)(=O)c3cc(F)cc(F)c3)C2)nc2cccnc21 (stereo not drawn)	-2	-2

Going on with the list:
no.	molecule	Pf apPOL block	mHTT-CaM PPI inh
89	CCSc1nnc(NC(=O)CSc2nc3ccccc3[nH]2)s1	-3	-5
90	CCn1c(=O)c2c(ncn2Cc2ccccc2F)n(-c2ccc(F)cc2)c1=O	-1	-1
91	COc1ccc(Cl)cc1NC(=O)C(=O)NCc1cccnc1	-8	3
92	CCCc1cc(NCCCN(C)C)n2c(nc3ccccc32)c1C#N	7	-3
93	O=C1CCN(C(=O)c2ccc(S(=O)(=O)c3ccccc3)cc2)C2CCCCC12 (stereo not drawn)	-1	5
94	O=C(CCN1C(=O)C2C3C=CC(C3)C2C1=O)Nc1ccc(F)c(F)c1 (stereo not drawn)	-5	-2
95	Nc1nc(SCC(=O)c2ccc(Cl)cc2)n[nH]1	-32	nt

In the list so far, 17 contain an aryl methoxy group:
no.	molecule	Pf apPOL block	mHTT-CaM PPI inh
4	COc1cc(NC(=O)CCc2cccc3[nH]ccc23)cc(OC)c1	1	28
14	COc1ccccc1C(=O)NCCn1cc(SCc2cccc(F)c2)c2ccccc21	-4	24
20	COc1ccccc1-n1cnc2cc(N=Cc3ccc(N(C)C)cc3)ccc21	-12	11
25	COc1cccc(N2C(C)=NS(=O)(=O)c3cccnc32)c1	1	-7
26	COc1cccc(/C=c2\sc3nc(-c4ccccc4C)nn3c2=O)c1	-2	-6
29	COc1ccc(Cl)cc1C(=O)Nc1c(C)cccc1C(C)C	3	-23
38	COc1cccc(C2C(S(=O)(=O)NCc3cccc(C)c3)CON2C)c1 (stereo not drawn)	2	0
44	COc1ccc(CNC(=O)C2CC(c3ccc(OC)cc3)=NO2)cc1 (stereo not drawn)	-4	-4
45	COc1ccc(-c2ccc(CCC(=O)O)n2-c2ccc(Br)cc2)cc1	2	21
60	COc1ccccc1C(=O)ON=C1c2ccccc2-c2ccccc21	4	-57
71	COC(=O)c1cc(OC)c(OC)cc1N(C)S(C)(=O)=O	7	nt
72	COc1ccccc1N1CCN(C(=O)c2ccc([N+](=O)[O-])c(C)c2)CC1	-4	10
74	COc1cccc(CNC(=O)NCCC2CCN(S(=O)(=O)c3ccc(C)cc3)CC2)c1	4	38
75	COc1ccc(CCNC(=O)CCn2c(SCC#N)nc3ccccc3c2=O)cc1OC	-6	2
81	COc1ccc(C2C(C#N)=C(N)Oc3nc[nH]c(=O)c32)cc1OC (stereo not drawn)	-4	2
83	COc1cc(OC)cc(C2=Cc3ccc(OC)cc3C(CC(C)=O)N2c2ccc(-c3cncnc3)cc2)c1 (stereo not drawn)	-4	37
91	COc1ccc(Cl)cc1NC(=O)C(=O)NCc1cccnc1	-8	3
